TbPYK inhibitor = inhibitors of Trypanosoma brucei pyruvate kinase. Q57TT1. TbPYK enzyme, Kinase-Glo Plus ATP luminescence, 45 min. Potency, µM (series often up to 76.8 µM), for inactives: at the top dose activity, negative = inhibition, hits mostly inhibitors. actives 0.12% (n = 410,000); also: potency is read from the fitted curve at half-maximal effect; nearly all actives have a fitted effect of over 50% in size
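Readout: single end-point luminescence (Kinase-Glo Plus, 10 min). Reaction conditions were TbPYK/substrate plus 130 uM ADP, 45 min at RT, pH 7.2 TEA buffer. No-enzyme wells served as controls, and data were normalized before concentration-response fitting.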
LmPK inhibitor = inhibitors of Leishmania mexicana pyruvate kinase. purified LmPK, Kinase-Glo ATP luminescence, 1 h. Potency, µM (titrated, usually from 57.5 µM), for inactives: at the top dose activity change, negative = inhibition, hits mostly inhibitors. actives 0.37% (n = 290,000); also: potency is read from the fitted curve at half-maximal effect
Target sequence (Q27686 whole entry, looked up): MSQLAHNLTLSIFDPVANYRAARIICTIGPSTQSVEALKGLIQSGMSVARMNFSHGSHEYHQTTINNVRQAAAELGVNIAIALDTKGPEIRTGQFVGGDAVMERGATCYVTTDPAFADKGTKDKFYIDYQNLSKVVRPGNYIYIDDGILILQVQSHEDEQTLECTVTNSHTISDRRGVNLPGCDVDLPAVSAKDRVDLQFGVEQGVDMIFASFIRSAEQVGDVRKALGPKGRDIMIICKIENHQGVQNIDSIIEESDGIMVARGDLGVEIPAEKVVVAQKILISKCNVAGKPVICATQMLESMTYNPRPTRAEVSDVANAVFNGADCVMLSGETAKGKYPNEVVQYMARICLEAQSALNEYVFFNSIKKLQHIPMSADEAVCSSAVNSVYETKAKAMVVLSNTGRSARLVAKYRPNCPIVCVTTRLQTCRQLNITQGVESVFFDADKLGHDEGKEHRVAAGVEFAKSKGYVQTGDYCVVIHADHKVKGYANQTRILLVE
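Purified LmPK (0.1 nM) converted ADP (0.1 mM) to ATP with PEP (0.5 mM) in imidazole buffer pH 7.2 with KCl and MgCl2, 1 h at room temperature. ATP was read by Kinase-Glo luminescence; data normalized to uninhibited and no-enzyme controls.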
AMA1 RON2 block = inhibitors of Plasmodium falciparum AMA1-RON2 interaction. AlphaScreen AMA1-biotinylated RON2 peptide binding. Potency, µM (highest dose often 58.2 µM), without a hit: at the top dose activity change, negative = inhibition, hits mostly inhibitors. actives 0.2% (n = 360,000). AID 720542;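 also: potency is read from the fitted curve at half-maximal effect; 0% = vehicle wells and -100% = peptide control; nearly all actives have a fitted effect of over 45% in size; some results filed as inactive show a strong effect at the top dose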
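AMA1 (3D7) with his tag at 25 nM final met compounds first, then biotinylated RON2 peptide at 25 nM; detection used donor plus acceptor beads, 10 µg/mL apiece, read by AlphaScreen after 30 min at room temperature.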
Sm TGR inh = blocks Schistosoma mansoni thioredoxin glutathione reductase; AID 485364; actives 3% (n = 360,000); Q962Y6; purified TGR, DTNB reduction, TNB absorbance 405 nm; Potency, µM (titrated, usually from 114 µM), without a hit: at the top dose activity change, negative = inhibition, usual class: inhibitors; also: potency is read from the fitted curve at half-maximal effect; nearly all actives have a fitted effect of over 60% in size
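First, TGR (20 nM dispensed) and NADPH were mixed with compound. Second, a 15 min room-temperature incubation followed. Third, further NADPH and then DTNB were added to start the reaction. Finally, TNB absorbance was monitored kinetically.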
AmpC detergent = inhibitors of E. coli AmpC beta-lactamase with detergent; actives 0.041% (n = 370,000); Potency, µM (top dose mostly 114 µM), for inactives: at the highest dose activity change, negative = inhibition, actives largely listed as inhibitors; P00811; AmpC hydrolysis of nitrocefin, absorbance 480 nm, 0.01% Triton;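 also: potency is read from the fitted curve at half-maximal effect; 0% = no-compound wells and -100% = no-enzyme wells; nearly all actives have a fitted effect of over 25% in size; some results filed as inactive show a strong effect at the top dose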
Target sequence (P00811 whole entry, looked up): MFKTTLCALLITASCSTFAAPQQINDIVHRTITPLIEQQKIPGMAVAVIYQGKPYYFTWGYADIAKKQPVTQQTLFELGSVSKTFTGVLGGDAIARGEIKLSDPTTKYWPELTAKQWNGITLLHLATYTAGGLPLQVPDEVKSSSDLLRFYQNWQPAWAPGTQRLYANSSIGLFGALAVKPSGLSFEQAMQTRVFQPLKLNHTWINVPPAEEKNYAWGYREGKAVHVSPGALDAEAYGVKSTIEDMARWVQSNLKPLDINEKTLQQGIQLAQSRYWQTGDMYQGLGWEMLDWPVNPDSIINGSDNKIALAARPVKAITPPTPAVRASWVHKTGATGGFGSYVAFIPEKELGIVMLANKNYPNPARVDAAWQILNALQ
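20 mM phosphate pH 7.0 + 0.01% (detergent screen) or 0.0001% Triton X-100; 5.3 nM AmpC reagent; cpd preinc 15 min RT; nitrocefin (800 uM stock) to start; A480 q20 s × 4 min; Activity was normalised to no-enzyme and no-compound control wells.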
AmpC no deterg = blocks E. coli AmpC beta-lactamase in detergent-free assay. P00811. AmpC nitrocefin hydrolysis, absorbance 480 nm, 0.0001% Triton. Potency, µM (top dose mostly 57.1 µM), for inactives: at the highest dose activity change, negative = inhibition, actives largely listed as inhibitors. actives 0.52% (n = 330,000). AID 485341;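 also: potency is read from the fitted curve at half-maximal effect; plate controls were no compound for no effect and no enzyme for full effect; nearly all actives have a fitted effect of over 20% in size; some results filed as inactive show a strong effect at the top dose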
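20 mM phosphate pH 7.0 + 0.01% (detergent screen) or 0.0001% Triton X-100; 5.3 nM AmpC reagent; cpd preinc 15 min RT; nitrocefin (800 uM stock) to start; A480 q20 s × 4 min; Activity was normalised to no-enzyme and no-compound control wells.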
HCMV inh = human cytomegalovirus inhibition | AID 1259415 | activity change, negative = inhibition, % at 57.5 µM | actives 4.5% (n = 410,000) | HFF cells, HCMV-luciferase reporter, 72 h; active compounds read low; in the data active = activity change below about -60%; inconclusive = no clear call, values can overlap the other calls; inactive = above about -39%
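HFF cells seeded 16 h at 37C, treated with compounds, infected with luciferase-reporter HCMV at MOI 1 PFU/cell; luciferase read at 72 h post infection, normalized to buffer-only and Salinomycin controls.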
Active calls of the source: *; ? = inconclusive; . = no result given; [ ] = another dose, or the depositor's remark. Unless noted, calls follow the shape of the dose curve; as a rule, active = well fitted curve in the direction sought with a large enough effect; inconclusive = small, poorly fitted or top-dose-only effect, or another doubt; inactive = no such curve, though single readings can be large; an effect the other way counts as inactive or inconclusive. Unless noted, % is scaled to controls: 0 for no effect and ±100 for the full control effect.

Results follow in this order: Sm TGR inh | LmPK inhibitor | TbPYK inhibitor | AMA1 RON2 block | AmpC no deterg | AmpC detergent | HCMV inh
CCc1ccc(NC(=O)c2ccc3oc(=O)n(Cc4ccccc4)c3c2)cc1
 : 5% | . | -1% | . | . | -2% | ?
COc1ccc2c(c1)c(CC(=O)Nc1nnc(C3CC3)s1)c(C)n2C(=O)c1ccc(Cl)cc1
 : -20% | -2% | 1% | 26% | -25% | -4% | -76*
Cc1noc(C)c1CSCC(=O)OCc1nnc(-c2ccc([N+](=O)[O-])cc2)o1
 : . | . | 0% | 23% | -12% | . | -2
O=C(c1ccc(CS(=O)(=O)c2ccc(Br)cc2)o1)N1CCN(c2ncccn2)CC1
 : 50µM* | 0% | -2% | -8% | 3% | -11% | 17
CC1CCc2c(sc(NC(=O)Cn3cnc([N+](=O)[O-])n3)c2C(N)=O)C1 (stereo not given)
 : 4% | 1% | -2% | 4% | -14% | ? | -62*
C[C@@H]1CCCCCCCCC(=O)OCCN[C@H](C)CCCCCCCCC(=O)OCCN[C@H](C)CCCCCCCCC(=O)OCCN1
 : . | . | 2% | -7% | 267%[activator] | . | .
COc1cccc(CCN2CCC(CNS(=O)(=O)c3cc(-c4cc(C)no4)ccc3OC)CC2)c1
 : 7% | 3% | -4% | -11% | 124%[activator] | -2% | 0
COc1ccc(C(CNC(=O)Cn2c(=O)oc3ccccc32)N(C)C)cc1 (stereo not given)
 : 0% | -8% | 2% | 7% | -27% | 6% | -2
CCO[C@H]1OC(C(=O)Nc2ccccc2)=C[C@@H](c2cn(C(C)=O)c3ccccc23)[C@@H]1CCCO
 : -11% | 1% | 0% | 23% | 149%[activator] | -2% | 30
COc1ccc(-c2cc(-c3nnc(COC(=O)c4ccncc4)o3)c3ccccc3n2)cc1OC
 : 10% | 5% | -3% | 18% | 2% | -5% | -12
CCCc1nc2c(sc3nc4c(cc32)COC(C)(C)C4)c(=O)n1CCN(C)C
 : -4% | 4% | 5% | -12% | 0% | -4% | 41
CSc1cccc(NC(=O)CNC(=O)c2ccc3c(c2)OCO3)c1
 : 7% | . | -6% | 0% | ? | ? | -3
O=C(N1CCCCC1)N1CCN(C(=O)N2CCCCC2)CC1
 : -1% | 1% | 2% | -22% | -20% | 3% | -23
Cc1ccc(C(=O)NC(C)CCc2ccccc2)cc1[N+](=O)[O-] (stereo not given)
 : -3% | -1% | -5% | -24% | -25% | 4% | 11
CC(C)C[C@@]12C(=O)N(c3ccc(Br)cc3)C(=O)N1[C@H](c1ccc(Br)cc1)[C@@H]1C(=O)N(C(C)(C)C)C(=O)[C@@H]12
 : 5% | -2% | 2% | 3% | 29% | -11% | -10
NC(=O)CCN1CCC(c2nc3ccccc3s2)CC1
 : -6% | 5% | 0% | 2% | -14% | -9% | -18
CCn1c(CNC(=O)Cc2ccc(OC)cc2)nnc1SCC(=O)c1ccc(Br)cc1
 : -1% | -3% | -6% | 17% | -1% | -11% | -38
O=C(Nc1nc(N2C(=O)c3ccccc3C2=O)n(-c2ccccc2)n1)c1ccc(F)cc1
 : ? | 1% | 0% | 57%[activator] | -18% | -10% | 57
Cc1cc(C)cc(-n2c(-c3ccccc3)c(C)n3c4c(=O)n(C)c(=O)n(C)c4nc23)c1
 : 9% | . | -1% | . | . | -7% | 0
COc1cc(NC(=O)c2ccc(CNc3c(N4CCCC4)c(=O)c3=O)cc2)cc(OC)c1OC
 : -3% | -1% | 10% | -16% | 4% | -3% | 0
CC(Oc1ccc(F)cc1Br)c1nc2ccccc2c(=O)[nH]1 (stereo not given)
 : 5% | 0% | 53%[activator] | 4% | -25% | ? | 14
COc1ccc(Nc2ncc3c(n2)CC(c2ccc(OC)cc2)CC3=O)cc1 (stereo not given)
 : -1% | 7% | 3% | -5% | -9% | ? | 23
CC(C)(C)c1cc(Br)ccc1OCC(=O)Nc1ncn[nH]1
 : -2% | 10% | -13% | 107%[activator] | -8% | -2% | ?
CC(=O)N1CCC(N(C(=O)Nc2ccc(F)cc2)C2CCCC2)CC1
 : 0% | 4% | -4% | 4% | -20% | ? | -10
CCOc1ccc(NC(=O)Nc2ccc3c(c2)nc(C)n3C)cc1
 : 8% | 4% | -8% | -20% | 6% | -13% | -27
CCCc1c(C(=O)N/N=C(\C)c2cc(C)sc2C)nnn1-c1nonc1N
 : . | . | -9% | 13% | . | . | ?
O=[N+]([O-])c1cccc(COc2ccc(CN3CCOCC3)cc2)c1
 : . | . | 2% | -13% | . | . | 77
Cc1ccc(C)c(C(=O)COc2ccccc2[N+](=O)[O-])c1
 : -3% | -3% | 3% | -7% | -19% | -2% | -7
COC(=O)c1ccc2nc(Nc3nc4ccc(F)cc4s3)sc2c1
 : -4% | 2% | -14% | 38%[activator] | 1% | -8% | -85*
COc1ccc(S(=O)(=O)N2CCCCC2c2cc(C(=O)Nc3ccc4c(c3)OCO4)no2)cc1 (stereo not given)
 : . | . | 2% | -13% | . | . | ?

Some of the entries so far, tab-delimited:
smiles	Sm TGR inh	LmPK inhibitor	TbPYK inhibitor	AMA1 RON2 block	AmpC no deterg	AmpC detergent	HCMV inh
CCc1ccc(NC(=O)c2ccc3oc(=O)n(Cc4ccccc4)c3c2)cc1	5%	.	-1%	.	.	-2%	?
COc1ccc2c(c1)c(CC(=O)Nc1nnc(C3CC3)s1)c(C)n2C(=O)c1ccc(Cl)cc1	-20%	-2%	1%	26%	-25%	-4%	-76*
Cc1noc(C)c1CSCC(=O)OCc1nnc(-c2ccc([N+](=O)[O-])cc2)o1	.	.	0%	23%	-12%	.	-2
O=C(c1ccc(CS(=O)(=O)c2ccc(Br)cc2)o1)N1CCN(c2ncccn2)CC1	50µM*	0%	-2%	-8%	3%	-11%	17
CC1CCc2c(sc(NC(=O)Cn3cnc([N+](=O)[O-])n3)c2C(N)=O)C1 (stereo not given)	4%	1%	-2%	4%	-14%	?	-62*
C[C@@H]1CCCCCCCCC(=O)OCCN[C@H](C)CCCCCCCCC(=O)OCCN[C@H](C)CCCCCCCCC(=O)OCCN1	.	.	2%	-7%	267%[activator]	.	.
COc1cccc(CCN2CCC(CNS(=O)(=O)c3cc(-c4cc(C)no4)ccc3OC)CC2)c1	7%	3%	-4%	-11%	124%[activator]	-2%	0
COc1ccc(C(CNC(=O)Cn2c(=O)oc3ccccc32)N(C)C)cc1 (stereo not given)	0%	-8%	2%	7%	-27%	6%	-2
CCO[C@H]1OC(C(=O)Nc2ccccc2)=C[C@@H](c2cn(C(C)=O)c3ccccc23)[C@@H]1CCCO	-11%	1%	0%	23%	149%[activator]	-2%	30

(list continues)
Results follow in this order: Sm TGR inh | LmPK inhibitor | TbPYK inhibitor | AMA1 RON2 block | AmpC no deterg | AmpC detergent | HCMV inh
Cc1ccc(N2CCN(C3=NC(=O)/C(=C\c4cn[nH]c4-c4ccccc4)S3)CC2)cc1
 : -11% | 2% | -8% | -4% | -60% | -10% | ?
CN1CCN(/N=C/c2ccc(N(c3ccccc3)c3ccccc3)cc2)CC1
 : 6% | 2% | -3% | -8% | -6% | 3% | 9
CC(C)C(c1nnnn1C1CCCC1)N1CCCc2ccccc21 (stereo not given)
 : -9% | 3% | 5% | -22% | 3% | -8% | -20
Cc1ccc2[nH]c3c(c2c1)CCCC3=O
 : 1% | 7% | -7% | 15% | -10% | -5% | 145
COCCCN(C(=O)C1=COCCO1)c1c(N)n(Cc2ccccc2)c(=O)[nH]c1=O
 : . | . | -1% | 10% | . | . | -25
Cc1cc(C)c(NC(=O)c2cc(S(=O)(=O)N3CCCC3)cn2C)c(C)c1
 : 2% | . | 2%[15.4 µM] | . | . | 5% | 0
CCc1ccc(NC(=O)c2cccc(C(=O)Nc3ccc(CC)cc3)n2)cc1
 : 4% | 4% | -6% | -2% | -27% | ? | 27
Cc1c(C(=O)Nc2c(C)n(C)n(-c3ccccc3)c2=O)oc2ccccc12
 : 5% | 5% | -7% | -11% | -20% | 0% | 41
C/[N+]([O-])=C\c1ccc([N+](=O)[O-])o1
 : -31% | -2% | 0% | 7% | -6% | 5% | .
C[C@H](NC(=O)C1CC(=O)N(c2ccc3c(c2)OCO3)C1)C(=O)NC1CCCC1 (stereo not given in full)
 : -7% | -4% | -4% | -9% | -7% | -10% | 6
CSc1ccc(/C=C(/NC(=O)c2ccccc2)C(=O)N2CCN(C)CC2)cc1
 : -8% | -4% | -7% | -1% | 53% | -3% | -37
CCn1cc(C(=O)O)c(=O)c2cc(F)c(N3CCN(C(=S)NC(=O)c4ccccc4)CC3)cc21
 : -5% | ? | -5% | 69%[activator] | 3% | 3% | -35
Cc1ccc2c(c1)-c1c(cnn1CC(=O)O)CO2
 : -1% | 0% | 3% | -2% | 91%[activator] | -10% | 56
CC(=O)Oc1cccc(-c2nc3ccccc3c(=O)o2)c1
 : 0% | -10% | -2% | 6% | -7% | 3% | -6
CCc1nc2ccc(C(=O)Nc3cccc(OC)c3)cn2c1N(CC)CCOC
 : . | . | -3% | 3% | . | . | -21
OCCSc1nc(-c2cccnc2)nc2ccccc12
 : 1% | 0% | 1% | -7% | 18% | ? | 19
O=C(NC1CCNCC1)C1CC1
 : -35% | 3% | 0% | 6% | -9% | -1% | 12
NC(=O)[C@@H]1CCCNc2c(I)cc([N+](=O)[O-])cc2C(=O)N[C@@H](CO)C(=O)NCC(=O)N1
 : 0% | 2% | 1% | 0% | -4% | -11% | -5
Cc1ccccc1NC(=O)NCc1ccc2c(c1)OCO2
 : . | -1% | 0% | -1% | -12% | -6% | 45
O=C(COC(=O)/C=C/c1ccc(F)cc1)Nc1ccc(Cl)cn1
 : 52%[activator] | 0% | -2% | 7% | -21% | 0% | -12
COc1ccc(CCN(C)C(=O)COc2cccc(-n3cnnn3)c2)cc1OC
 : . | . | -2% | -3% | 4% | . | -8
Cc1ccc(S(=O)(=O)NNC2=NCCCCC2)cc1
 : . | 2% | 9% | -13% | -20% | 2% | 19
Cc1nc(CN2CCN(C(=O)c3ccc(Br)cc3)CC2)cs1
 : ? | -21% | -11% | 4% | 10% | -3% | -12
CN(C)S(=O)(=O)c1ccc(C(=O)OCC(=O)N2CC3(C)CC2CC(C)(C)C3)cc1 (stereo not given)
 : . | . | 1% | 0% | 138%[activator] | . | 5
COc1ccccc1N1CCN(C(=O)CCn2nc(C)c(S(=O)(=O)N3CCCC3)c2C)CC1
 : -16% | . | -4% | . | . | 19% | 7
O=S(=O)(NCc1cn2ccsc2n1)c1ccc(Oc2ccccc2)cc1
 : 1% | 1% | -1% | -7% | 4µM* | 0% | ?

Assay outcomes from PubChem.
